# Source: PubChem BioAssay
# M17LAP inhibition: P. falciparum M17LAP inhibitors, primary screen, biochemical, fluorogenic H-Leu-NHMec substrate, 1536-well (AID 1619); 220,000 tested, 0.38% active; inhibition, % at 30 µM, or IC50 in µM where a hit was titrated; recombinant M17LAP, H-Leu-NHMec fluorogenic kinetic assay; higher % means a stronger effect;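 active means compound inhibiting the enzyme by more than half at any dose during confirmatory dose-response retesting; inconclusive means strong single-dose inhibitors picked by rank but not retested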;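 further: plate controls were full reaction with DMSO carrier for no effect and no enzyme background for full effect; strong numbers were not always called active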
# PMI inhibitors: MPI enzyme activity inhibition – biochemical, fluorescence intensity, coupled assay, primary screen (AID 1209) | inhibition, % at 20 µM; hits with a dose series show IC50 in µM | purified PMI enzyme, coupled fluorescence intensity; higher % means a stronger effect | 190,000 tested, 0.42% active;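 further: plate controls were DMSO vehicle for no effect and wells lacking substrate for full effect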
# LYP phosphatase: PTPN22 lymphoid phosphatase activity blockers – biochemical, fluorescence intensity, uHTS (AID 1779) | recombinant LYP phosphatase, fluorescence intensity; higher % means a stronger effect | inhibition, % at 11.5 µM; hits with a dose series show IC50 in µM | 290,000 tested, 0.054% active;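 further: plate controls were vehicle with enzyme for no effect and no enzyme for full effect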
# XIAP displacement: small molecules displacing peptide from XIAP – biochemical, IAP family, fluorescence polarization (AID 1018); XIAP BIR domain, fluorescence polarization peptide displacement; higher % means a stronger effect; one-dose displacement, % at 20 µM; IC50 in µM for titrated hits; 200,000 tested, 0.007% active; in the data active means displacement above about 50%; further: a part of the inactive calls stands beside numbers as strong as those of hits
# Yfh1-depleted yeast: mitochondrial function rescue without frataxin homolog – Friedreich's ataxia, plus single-dose screen, dose response (AID 1465); 220,000 tested, 0.074% active; fold induction at 50 µM, or EC50 in µM where a hit was titrated; S. cerevisiae Yfh1-off respiration, WST-1 reduction, 72 h; higher fold induction means a stronger effect;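 active means fold induction of absorbance versus untreated yeast above a set limit, then at least 30% activation at any dose in follow-up; inconclusive means repeats straddling the limit, or above it without dose testing; inactive means fold induction below the set limit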;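 further: activators that raise dye reduction in frataxin-depleted yeast; strong numbers were not always called active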
# human PMI inhibitors: MPI inhibition at elevated mannose 6-phosphate – biochemical, fluorescence intensity, high mannose 6-phosphate, primary screen (AID 1220) | recombinant PMI enzyme, coupled fluorescence intensity; higher % means a stronger effect | inhibition, % at 20 µM; hits with a dose series show IC50 in µM | 190,000 tested, 0.66% active
# TNAP activators: stimulation of alkaline phosphatase TNAP activity – biochemical, luminescent, no phosphate acceptor, uHTS, primary screen (AID 1001); purified TNAP, luminescent activation assay, no phosphate acceptor; higher activation fold means a stronger effect; activation fold at 20 µM, or EC50 in µM where a hit was titrated; 200,000 tested, 0.03% active; in the data active means activation fold from about 3, or a potency from the dose series; inactive means the rest, 99 in 100 with activation fold below about 1.6; further: many of its hits are not listed in these tables
# WT yeast gro inh: growth inhibition of WT yeast, mitochondrial fusion screen. 190,000 tested, 2.1% active. inhibition, % at 10 µM. mitochondrial fusion phenotypic screen, WT strain. AID 1362; in the data active means inhibition above about 58%; tested in S. cerevisiae
# P. falciparum M1AAP: P. falciparum M1AAP inhibitors, biochemical, fluorogenic H-Leu-NHMec substrate, 1536-well (AID 1445); recombinant M1AAP, H-Leu-NHMec fluorogenic kinetic assay; higher % means a stronger effect; one-dose inhibition, % at 30 µM; IC50 in µM for titrated hits; 220,000 tested, 0.42% active;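 active means primary inhibition above the hit cutoff, then over 50% inhibition at one or more dose response concentrations, cut at about 23% in these data, passing the limit was not always enough; inconclusive means conflicting primary data, or primary hits not chosen for dose response; inactive means low primary inhibition, or under 50% at every dose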;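 further: plate controls were DMSO full reaction for no effect and no enzyme background for full effect; strong numbers were not always called active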
# WT yeast gro inh mutant strain: recorded beside WT yeast gro inh, whose call it bears; inhibition, %; mitochondrial fusion phenotypic screen, mutant strain inhibition
# The depositor's hits bear a star; i = inactive; ? = inconclusive; . = no result given. Unless noted, no stated cut-off is given here; in the data, active means inhibition above about 50%; inactive means the rest. Rows were taken by chance; 3.7% or so of the library scored in one or more.
SMILES,M17LAP inhibition,PMI inhibitors,LYP phosphatase,XIAP displacement,Yfh1-depleted yeast,human PMI inhibitors,TNAP activators,WT yeast gro inh,WT yeast gro inh mutant strain,P. falciparum M1AAP
COc1ccc(/C=N/NC(=O)c2ccncc2)cc1CN1CCN(c2ccc(F)cc2)CC1,10%,-5%,6%,-2.0%,i,-8%,1.1,-6,-1,12%
CN(Cc1ccccc1)C(=O)c1ccccc1NC(=O)c1ccccc1,-7%,-2%,-3%,-2.4%,i,2%,1,12,21,-1%
Cc1cccc(-n2c(SCc3ccc([N+](=O)[O-])cc3)nnc2-c2c[nH]c3ccccc23)c1,-4%,10%,3%,-0.6%,i,4%,1.1,3,-4,5%
C#CCOC(=O)CCCNc1ccc([N+](=O)[O-])cc1[N+](=O)[O-],0%,6%,-6%,-4.7%,i,11%,1,-9,-8,9%
COc1ccc(CCNC(=O)CSc2nc(O)c(CCC(C)C)c(=O)[nH]2)cc1OC,14%,4%,-6%,0.5%,i,4%,1.2,2,7,-3%
N/C(=N\OC(=O)c1ccc2c(c1)OCO2)c1cccnc1,14%,-2%,6%,-4.8%,i,-9%,1.1,17,-2,-1%
CCCCCOc1ccc(CN2CCOCC2)cc1Cl,23%,20%,50%*,-8.0%,i,10%,1.1,42,54,6%
C=CCc1ccc(OCCOCCNCCOC)c(OC)c1,-2%,1%,0%,-7.7%,i,-1%,1.2,-31,-19,5%
CC(=O)Nc1cc(NC(C)=O)c(CC(C)C)s1,1%,8%,2%,-12%,i,14%,1.1,8,4,1%
Cc1cccc(C(=O)OCc2cncs2)c1,-3%,9%,-6%,-8.6%,i,15%,1.1,-5,-14,-3%
C=CCn1cc(F)c(=O)n(CC=C)c1=O,-3%,-8%,-6%,-3.5%,i,2%,1,0,3,0%
O=C(NCCC1=CCCCC1)C1CCC(CNc2c(N3CCCC3)c(=O)c2=O)CC1 (stereo not given),4%,.,-3%,.,i,.,.,.,.,5%
CC(=O)Nc1ccc(S(=O)(=O)Oc2ccc(C(=S)N3CCCCC3)cc2)cc1,22%,5%,10%,3.3%,i,10%,1.1,13,-1,1%
O=C(CNC(=S)N(CCCN1CCOCC1)Cc1cccs1)NC1CCCC1,-5%,2%,-4%,-6.1%,i,2%,1.1,-15,16,5%
COC(=O)c1ccccc1NC(=O)c1cc(C2CC2)on1,17%,17%,2%,-1.8%,i,13%,1.1,25,14,2%
Cc1ccc(S(=O)(=O)c2cc3cc(Br)ccc3oc2=O)cc1,6%,7%,-14%,-3.9%,i,2%,1,3,11,0%
CCCNC(=O)CSc1nnc(-c2ccc(F)cc2)o1,7%,0%,1%,-4.9%,i,6%,1.1,-11,-11,-5%
O=C(NC1CCCCC1)C(c1cccs1)N(C(=O)c1ccco1)c1ccc2c(c1)OCCO2 (stereo not given),5%,12%,-1%,-12%,?,49%,1.1,-4,2,1%
CCNC(=O)c1c(N)sc2c1CCCCC2,.,-41%,5%,1.6%,i,-44%,1.1,2,-11,.
Cc1cccc(C)c1N1CCN(C(=O)Cn2cncn2)CC1,1%,-39%,-5%,-4.6%,i,-31%,1,-13,13,4%
COc1ccccc1NC(=O)C1CCCN(c2nc(C)cc(C)n2)C1 (stereo not given),-12%,-8%,-3%,-3.5%,i,-10%,1.1,5,-16,-1%
CC(C)N(C(=O)/C=C/c1cccc([N+](=O)[O-])c1)C(C)C,10%,3%,-5%,-15%,i,2%,1,-14,-18,5%
O=C(/C=C/c1cccc(O)c1)c1cccnc1,3%,-24%,-2%,-3.8%,i,-11%,1,5,-8,-6%
CC(NC(=O)c1cccc(S(=O)(=O)N(C)C)c1)c1nc2ccccc2[nH]1 (stereo not given),0%,2%,-1%,-5.2%,i,6%,1.1,-4,-5,1%
O=C(CCCCCn1c(=S)[nH]c2ccc(N3CCOCC3)cc2c1=O)NCc1ccccc1,-17%,-7%,-10%,-8.1%,i,14%,1.1,2,1,-1%
SMILES,M17LAP inhibition,PMI inhibitors,LYP phosphatase,XIAP displacement,Yfh1-depleted yeast,human PMI inhibitors,TNAP activators,WT yeast gro inh,WT yeast gro inh mutant strain,P. falciparum M1AAP
COc1cc(NC(=O)CN2C(=O)NC(C)(CC(C)C)C2=O)cc(OC)c1 (stereo not given),15%,14%,-8%,-2.0%,.,14%,1.2,-6,9,-6%
Cc1ccc(S(=O)(=O)N/N=c2\sc3ccccc3n2C)cc1,17%,-5%,2%,-5.0%,i,-6%,1.1,-6,6,7%
CCN1CCN(c2c(Cl)cccc2NC(=O)c2ccc(Br)o2)CC1,-4%,11%,-8%,-1.9%,.,11%,1.1,9,13,1%
Cc1nc2ccc(NC(=O)N3CCCCC3)cc2s1,7%,8%,-7%,-4.3%,i,1%,1.1,-11,-1,6%
Cc1ccc(C2CC(=O)C=C(NCc3ccccc3)C2)cc1 (stereo not given),15%,.,-5%,.,i,.,.,.,.,1%
CCOC(=O)c1cnc(SC2CC(=O)N(c3ccccc3)C2=O)nc1N (stereo not given),11%,6%,-7%,-0.9%,i,0%,1.1,-11,1,4%
O=C(NC(=S)NCc1ccc(-c2nc3ccccc3s2)cc1)c1ccco1,12%,6%,-3%,8.5%,i,7%,1.1,-49,-13,0%
O=C(COc1cccc2cccnc12)Nc1ccccc1,34%,-8%,10%,-4.2%,i,5%,1.1,-3,-10,0%
COc1ccccc1-c1nnc(SC(C)C(=O)O)n1-c1ccccc1 (stereo not given),-11%,1%,-1%,-4.8%,i,5%,1.1,0,1,2%
Fc1ccc(C2CC(c3ccc(F)cc3)n3ncnc3N2)cc1 (stereo not given),14%,-2%,-2%,-6.9%,i,8%,1.1,5,21,0%
c1cnn(-c2cc(N3CCOCC3)ncn2)c1,-3%,5%,-3%,-2.8%,i,3%,1.1,5,-6,1%
N#CCc1nnc2n1-c1ccccc1CCC2,0%,2%,-7%,-3.2%,i,-2%,1.1,4,5,0%
CCC(C)C(NC(=O)C(C)NC(=O)CNC(=O)OC(C)(C)C)C(N)=O (stereo not given),14%,8%,-5%,-4.9%,i,10%,1,1,6,1%
O=S(=O)(NCCSCc1ccc(Cl)cc1Cl)c1ccc2c(c1)OCCO2,-4%,17%,-1%,-7.5%,i,17%,1.1,73*,26*,1%
Clc1cccc(Cl)c1Cn1cnc2c(N3CCCCCC3)ncnc21,-4%,19%,-2%,-6.7%,i,15%,1,75*,43*,0%
CCCCCC(=O)Nc1cccc(-c2nc3ncccc3o2)c1,-14%,8%,-2%,-19%,i,19%,1,3,7,12%
Nc1cc(Cl)ccc1C(=O)OCC(=O)N1CCOCC1,-10%,.,-8%,.,i,.,.,.,.,1%
CCSc1nc(C)c(C(C)=O)cc1C#N,-6%,0%,-8%,-0.9%,i,0%,1.2,-5,15,2%
CN(C)/C=C(/C(=O)c1ccc(Cl)cc1)n1cncn1,22%,-6%,-2%,-2.1%,i,4%,1.2,-4,-2,-2%
CN(C)c1ccc(C(=S)N2CCCCC2)cc1,5%,4%,-1%,-2.7%,i,0%,1.1,-2,-7,11%
O=C(N/N=C/c1ccc(-c2ccccc2Cl)o1)c1ccccc1,0%,8%,2%,0.5%,i,14%,1,49,55,11%
Cn1nccc1C(=O)Oc1cccc(/C=N/NC(=O)c2ccccc2O)c1,0%,-6%,0%,-3.6%,i,-6%,1.1,6,0,11%
Cc1onc(-c2ccccc2)c1NC(=O)N(CCC(=O)O)Cc1ccccc1,1%,.,-7%,.,i,.,.,.,.,1%
CC1(C)C(=O)NCCN1C(=O)CCCC(=O)O,-10%,-3%,-8%,-4.8%,i,3%,1.1,9,-14,0%
C=CCNC(=O)/C(=C/c1ccccc1OCC)NC(=O)c1ccccc1,3%,4%,-10%,0.4%,i,-8%,1.1,-7,19,10%

# Next section, overlapping the part above by 2 compounds.
SMILES,M17LAP inhibition,PMI inhibitors,LYP phosphatase,XIAP displacement,Yfh1-depleted yeast,human PMI inhibitors,TNAP activators,WT yeast gro inh,WT yeast gro inh mutant strain,P. falciparum M1AAP
CC1(C)C(=O)NCCN1C(=O)CCCC(=O)O,-10%,-3%,-8%,-4.8%,i,3%,1.1,9,-14,0%
C=CCNC(=O)/C(=C/c1ccccc1OCC)NC(=O)c1ccccc1,3%,4%,-10%,0.4%,i,-8%,1.1,-7,19,10%
CC(C)C(=O)N1CCN(c2ccccc2NC(=S)NC(=O)c2cccs2)CC1,2%,6%,-4%,0.1%,i,10%,1.1,3,18,4%
CCOC(=O)c1ccc(Oc2cn[nH]c2-c2ccc(O)cc2O)cc1,-1%,.,-1%,.,i,.,.,.,.,2%
CCCCc1ccc(NC(=O)c2c(C)noc2C)cc1,8%,18%,2%,-5.7%,i,17%,1.1,-4,-3,1%
Cc1ccc(/C=N/NC(=O)NC2CCCCC2)o1,60%,-4%,-7%,-2.4%,i,-5%,1.1,-5,-6,12%
O=C(CN1CCN(c2ncccn2)CC1)NCc1ccc2c(c1)OCO2,-7%,-7%,2%,-2.3%,i,10%,1.1,-6,5,3%
COc1cc(OC)cc(C(=O)N[C@H](C(=O)Nc2cc(C)cc(C)c2)C(C)C)c1,1%,-6%,-10%,-3.8%,i,0%,1.1,9,17,-1%
Cn1c(=O)c2c(nc(N/N=C/c3ccc(OC(=O)c4ccco4)cc3)n2Cc2ccc(F)cc2)n(C)c1=O,-3%,-32%,9%,-0.9%,i,-50%,2.1,13,0,5%
O=C1c2ccccc2NC(c2ccccc2Br)N1CCCN1CCOCC1 (stereo not given),-22%,5%,-3%,-11%,i,2%,1,5,-4,0%
COc1cc([N+](=O)[O-])cc(/C=N/NC(=O)c2cncc(Br)c2)c1O,18%,.,3%,.,?,.,.,.,.,16%
CCCCC(CC)Cn1c2nc3ccccc3nc2c2c(=N)oc(C)nc21 (stereo not given),1%,1%,4%,-16%,.,-4%,1,-12,-17,1%
C=CCNc1nc(NCC)nc(N2CCOCC2)n1,9%,-3%,-2%,-0.6%,i,-12%,1.2,6,-5,6%
Cc1nc2c(Br)c3nc(C(F)(F)F)[nH]c3c(Br)c2[nH]1,7%,-14%,-1%,-0.3%,i,32%,1,-3,8,2%
O=C(Cc1ccc(F)cc1)Nc1cccc2cccnc12,0%,-4%,-4%,-24%,i,2%,1,27,14,2%
O=C(Nc1ccc(N2CCN(Cc3ccccc3)CC2)cc1)c1ncn[nH]1,12%,-4%,1%,-3.7%,i,-13%,1.1,15,-1,10%
CCCCC1=CC2=CC(=O)C(C)(OC(=O)CC)C(=O)C2=CN1CCCCO (stereo not given),4%,.,-14%,.,i,.,.,.,.,-6%
COc1ccc(S(=O)(=O)N(C)c2ccc(C(=O)N3CCC(C(N)=O)CC3)cc2)cc1OC,-3%,3%,-4%,-2.7%,i,0%,1.1,7,-2,1%
COC(=O)C(Cc1csc2ccc(Cl)cc12)NC(=O)c1ccc(Cl)cc1 (stereo not given),-8%,.,-4%,.,i,.,.,.,.,-2%
COCCNC(=O)Cn1nc(C(F)(F)F)cc1C,4%,19%,2%,-2.8%,i,22%,0.9,6,5,1%
